STAT3 activator: increases IL-6 driven STAT3 reporter signal; U3A cells, IL-6 STAT3-luciferase reporter, luminescence; 100% = signal with IL-6 EC80 alone; activation (% of control), % at 5.6 µM; 0.91% of 190,000 active;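 active = activation above the screen-wide mean of compound activation plus 3 SD, cut at about 130% in these data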;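 also: 0% = background luminescence of wells with medium and substrate only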
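Material: human U3A cells carrying STAT3-luciferase construct. Measured by: reporter luminescence signal. Timing: compound 1 h, then IL-6 6 h at 37 °C.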
S1P3 antagonist: S1P3 (human) receptor antagonism | AID 485 | 0.27% of 170,000 active | Q99500 | CHO S1P3 NFAT-BLA reporter, FRET fluorescence, antagonist mode | inhibition, % at 4.98 µM;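 active = inhibition above the plate cutoff, the mean inhibition of test wells on that plate plus 3 SD, cut at about 28% in these data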;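 also: cells challenged with S1P at its EC80 of 0.8 µM; blue over green emission ratio from cleaved BLA substrate after 4 h stimulation; 0% = S1P-stimulated wells and 100% = unstimulated DMSO-only wells; some compounds past the cut are filed as inactive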
Target sequence (Q99500 whole entry, looked up): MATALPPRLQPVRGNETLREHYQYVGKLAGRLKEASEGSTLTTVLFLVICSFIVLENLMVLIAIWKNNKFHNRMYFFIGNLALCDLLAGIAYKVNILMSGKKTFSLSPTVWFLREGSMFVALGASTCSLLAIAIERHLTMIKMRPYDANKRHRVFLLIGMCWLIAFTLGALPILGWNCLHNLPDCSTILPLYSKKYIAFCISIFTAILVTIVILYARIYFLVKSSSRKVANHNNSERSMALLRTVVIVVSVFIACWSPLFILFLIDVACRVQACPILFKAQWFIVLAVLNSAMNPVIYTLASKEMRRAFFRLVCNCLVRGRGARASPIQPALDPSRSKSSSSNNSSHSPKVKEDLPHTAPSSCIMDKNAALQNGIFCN
TLR4-MyD88 BLA: TLR4-MyD88 interaction inhibition in cells; O00206+Q99836; HeLa CL3-4 TLR4/MyD88 BLA complementation, FRET ratio; inhibition, % at 8.4 µM; 0.18% of 200,000 active; AID 861; in the data active = inhibition above about 25%;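 also: 0% = vehicle and 100% = reference inhibitor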
STAT3 inh: reduces IL-6 driven STAT3 reporter signal. AID 862. U3A cells, IL-6 STAT3-luciferase reporter, luminescence; host cell line lacks STAT1. 0.89% of 190,000 active. inhibition, % at 5.5 µM;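 active = inhibition above the mean inhibition across all screened compounds plus 3 SD, cut at about 44% in these data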;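 also: 0% = DMSO only wells and 100% = 100 µM nifuroxazide control wells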
STAT1 blocker: inhibitors of IFN-gamma induced STAT1 signaling; NIH 3T3 STAT1-luciferase reporter, luminescence; inhibition, % at 5.5 µM; AID 920; 0.35% of 200,000 active;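 active = inhibition above a set limit, the mean inhibition across all tested compounds plus 3 SD, cut at about 34% in these data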;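 also: 0% = IFN-gamma with DMSO and 100% = IFN-gamma with 300 µM nifuroxazide; values of inactives mirror those of a sister screen read the other way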
TR-FRET SRC-2 ct: flags TR-FRET format artefacts in PPARgamma SRC-2 recruitment agonist screen. TR-FRET artefact counter-screen; active compounds read high. TR-FRET ratio at 8 µM. 0.4% of 200,000 active; in the data active = TR-FRET ratio above about 2000; also: inactives centre near 1500; reference of the scale not given here
RAM inhibit: blocks the yeast RAM network | S. cerevisiae dse1pr::URA3 reporter, 5-FOA growth OD615, 2 d; analog-sensitive cbk1-as2 kinase mutant strain | AID 868 | inhibition, % at 50 µM | 1.8% of 190,000 active;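 active = inhibition above a set limit, 3 SD over mean compound inhibition, cut at about 8.4% in these data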;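 also: 0% = DMSO-only wells with no growth and 100% = 10 µM 1-NA-PP1 full growth; inhibition rescues growth on 5-FOA so higher OD means more RAM inhibition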
PPARg SRC-2 ag: agonists of SRC-2 recruitment by human PPARgamma. activation, % at 8 µM. PPARgamma LBD-SRC-2 recruitment, biochemical. P37231. 0.34% of 200,000 active; in the data active = activation above about 22%;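 also: 0% = vehicle and 100% = reference agonist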
Target sequence (P37231 whole entry, looked up, the tested form may be a part): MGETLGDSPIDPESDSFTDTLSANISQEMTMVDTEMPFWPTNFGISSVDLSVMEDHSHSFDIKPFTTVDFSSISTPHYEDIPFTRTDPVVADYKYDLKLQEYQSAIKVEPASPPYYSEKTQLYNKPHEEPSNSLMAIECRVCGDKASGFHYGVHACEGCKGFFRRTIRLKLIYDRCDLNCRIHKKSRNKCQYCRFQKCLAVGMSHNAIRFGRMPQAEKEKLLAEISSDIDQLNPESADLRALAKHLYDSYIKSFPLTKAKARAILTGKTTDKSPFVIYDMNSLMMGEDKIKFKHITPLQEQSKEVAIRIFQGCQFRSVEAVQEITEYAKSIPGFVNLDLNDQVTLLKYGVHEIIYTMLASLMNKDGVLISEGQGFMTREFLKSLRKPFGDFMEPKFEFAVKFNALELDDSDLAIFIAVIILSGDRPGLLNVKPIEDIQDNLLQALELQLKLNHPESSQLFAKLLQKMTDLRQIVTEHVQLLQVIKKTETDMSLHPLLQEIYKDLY
ROMK primary: modulators of human ROMK potassium channel. Tet-inducible ROMK, thallium flux fluorescence; actives lie on both sides. B-score at 10 µM. 2% of 130,000 active;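 active = signal ratio slope over the read window, or its plate-corrected B-score, at least 3 SD from the plate mean, either direction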;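 also: B-score of the F/F0 ratio slope over 7 to 12 s after thallium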
PPARg SRC3 recr: agonists of human PPARgamma SRC-3 coactivator recruitment; P37231; biochemical PPARgamma/SRC-3 coactivator recruitment assay; activation, % at 8 µM; 0.26% of 200,000 active; AID 731; in the data active = activation above about 23%;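 also: 0% = DMSO and 100% = reference agonist; some compounds past the cut are filed as inactive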
PPARg SRC1 recr: PPARgamma-driven SRC-1 recruitment agonism. PPARgamma-SRC-1 coactivator recruitment biochemical assay. activation, % at 8 µM. 0.41% of 200,000 active; in the data active = activation above about 19%;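 also: 0% = DMSO and 100% = reference agonist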
Active calls of the source: *; · = not tested or not shown.

Structure	STAT3 activator	S1P3 antagonist	TLR4-MyD88 BLA	STAT3 inh	STAT1 blocker	TR-FRET SRC-2 ct	RAM inhibit	PPARg SRC-2 ag	ROMK primary	PPARg SRC3 recr	PPARg SRC1 recr
CCOC(=O)c1cccc(NC(=O)CSc2nnc(-c3cccnc3)n2C)c1	103	-14	15	1	4	1622	1.6	9	·	1	2
Cn1nc(C(=O)Nc2sc3c(c2C#N)CCCC3)ccc1=O	84	3	-24	21	-20	1718	3.6	6	-0.26	4	5
CN(C)/C=C/C(=O)c1cccc([N+](=O)[O-])c1	108	-11	-2	-8	-8	1403	0.0	2	-0.03	4	2
Cc1onc(-c2c(F)cccc2Cl)c1C(=O)OCn1nnc2ccccc2c1=O	103	-47	2	0	7	1383	0.9	1	·	6	2
CC1=Nc2cccc([N+](=O)[O-])c2NC(=O)C1	91	3	6	21	10	1500	1.2	1	0.92	6	6
O=C(N/N=C/c1ccc(C(F)(F)F)cc1)c1ccc(O)cc1	91	-5	13	14	-14	1411	1.5	1	0.98	-3	12
CC(=O)Nc1cccc(Oc2ncnc3scc(-c4ccc(C)cc4)c23)c1	98	4	-13	0	6	1440	2.1	0	0.63	0	-2
CN1c2ccccc2C(C)(C)C12CC(c1cccc(S(=O)(=O)N3CCCC3)c1)=NO2 (stereo not drawn)	104	-7	8	-1	11	1625	1.8	-4	-1.5	0	3
O=C(CN1CCN(Cc2ccc3c(c2)OCO3)CC1)Nc1ccc(N2CCOCC2)cc1	108	-1	-4	-7	0	1630	0.4	1	0.079	-5	1
COc1cc(C(C[N+](=O)[O-])c2c(C)[nH]c3ccccc23)ccc1O (stereo not drawn)	122	14	-2	-30	11	1514	0.7	11	0.008	5	4
c1ccc(CN2CCN(C(c3ccccc3)c3nnnn3Cc3ccccc3)CC2)cc1 (stereo not drawn)	98	·	-2	7	6	1522	2.1	5	·	11	6
CN(c1ccc(C(=O)N2CCCCC2)cc1)S(=O)(=O)c1ccccc1	88	34	3	16	9	1562	0.5	-3	-1.4	-2	-2

Additional entries follow.
Structure	STAT3 activator	S1P3 antagonist	TLR4-MyD88 BLA	STAT3 inh	STAT1 blocker	TR-FRET SRC-2 ct	RAM inhibit	PPARg SRC-2 ag	ROMK primary	PPARg SRC3 recr	PPARg SRC1 recr
COC(=O)/C=C1\SC(=NC(=O)c2cccc(Cl)c2)NC1=O	105	·	5	-6	-5	1453	1.2	1	·	-2	2
Cc1ccc(C)c(N/C(N)=N/c2nc(C)cc(C)n2)c1	90	·	17	23	14	1449	1.1	0	·	-15	0
COc1cccc(CSc2nnc(CSc3nc4nc(C)cc(C)n4n3)s2)c1	93	·	2	7	15	1608	2.3	4	1.1	6	4
COc1ccc(NS(=O)(=O)c2ccc3c(c2)Cc2ccccc2-3)cn1	98	-33	1	7	5	1570	2.8	9	-1.1	-2	2
O=C(NCc1ccco1)c1ccc2ccccc2c1	90	-18	-9	15	-37	1659	0.1	-1	·	13	0
CCn1cc(C(=O)NC2CCC(C)CC2)c(=O)c2cc(S(=O)(=O)N3CCCCC3)ccc21 (stereo not drawn)	111	8	-10	-8	-8	1485	4.8	0	·	-4	-1
COC(=O)COc1ccsc1C(=O)OC	101	·	6	1	-1	1500	0.3	10	·	-7	-3
CNC(=S)N/N=C/c1cc(C)n(-c2ccc(Cl)c(Cl)c2)c1C	93	6	11	12	-16	1444	2.0	4	0.38	2	6
CN(C(=O)CCc1ccccc1)c1nnc(-c2ccncc2)s1	93	-11	6	10	2	1716	2.1	4	0.1	3	1
Cc1ccc2cc(CN(Cc3ccccc3)Cc3nnnn3C3CCCC3)c(=O)[nH]c2c1	94	17	-2	7	4	1545	3.7	13	-3*	25	7
CCn1c(=S)[nH]c2cc(C(=O)OC)ccc2c1=O	101	·	1	-1	13	1666	2.3	4	2.2	5	-6
COc1ccc(OCc2nn3c(-c4ccco4)nnc3s2)cc1	77	14	3	30	4	1503	0.5	4	·	4	2

Further compounds.
Structure	STAT3 activator	S1P3 antagonist	TLR4-MyD88 BLA	STAT3 inh	STAT1 blocker	TR-FRET SRC-2 ct	RAM inhibit	PPARg SRC-2 ag	ROMK primary	PPARg SRC3 recr	PPARg SRC1 recr
CSc1ccc(/C=N/NC(=O)c2cccc(O)c2)cc1	65	·	17	47*	4	1356	0.4	4	0.14	-3	-12
Cc1ccc2c(c1)nnn2C1CCN(CC(=O)Nc2ccccc2N2CCOCC2)CC1	97	15	-4	5	13	1473	1.4	4	-4.2*	2	0
COCCNC(=O)Cn1cc(C(=S)N2CCOCC2)c2ccccc21	98	5	0	4	2	1721	3.2	9	1.1	0	8
Cc1ccc2nc(-c3ccc(NC(=O)COC(=O)c4ccco4)cc3)sc2c1	56	3	-6	50*	-45	1446	3.5	-1	·	2	6
Cc1onc(-c2ccccc2)c1C(=O)N/N=C/c1cn(C)c2ccccc12	127	6	0	-16	24	1437	1.2	-2	0.16	0	-1
CC(C)CNC(=O)CSc1ccc(Cl)cc1	102	·	-15	4	-4	1475	0.5	-1	0.54	-1	-2
Cc1ccc(NCc2nnc(SCC(=O)NCc3ccco3)n2CC2CCCO2)cc1Cl (stereo not drawn)	103	5	0	1	2	1400	2.6	-1	-2.8*	-6	3
CCOc1cc(Br)c(C(=O)O)cc1OC	107	·	-5	-9	6	1589	0.3	8	0.2	3	3
O=C(CSc1nc2ccccc2[nH]1)N1CCN(S(=O)(=O)c2ccc(Cl)cc2)CC1	87	·	3	20	-1	1498	0.0	9	-0.33	8	5
Cc1cc(C)nc(SCC(=O)NC2CCCC2)n1	96	-14	-5	6	-14	1880	1.7	5	0.24	5	7
COC(=O)Cn1c(=NC(=O)c2cc(OC)cc(OC)c2)sc2cc(OC)ccc21	101	5	-4	1	10	1490	3.0	-1	·	-1	-8
Cc1cccc(NC(=O)c2cc3n(n2)C(C(F)(F)F)CC(C2CC2)N3)c1C (stereo not drawn)	102	·	-12	2	6	1652	2.1	7	·	8	1

(next part)
Structure	STAT3 activator	S1P3 antagonist	TLR4-MyD88 BLA	STAT3 inh	STAT1 blocker	TR-FRET SRC-2 ct	RAM inhibit	PPARg SRC-2 ag	ROMK primary	PPARg SRC3 recr	PPARg SRC1 recr
Cc1cc(C(=O)COC(=O)c2nc3nccc(C)n3n2)c(C)n1CC1CCCO1 (stereo not drawn)	113	-9	-4	-10	-6	1637	0.4	-4	1.2	2	0
O=C(CSc1nnc(CNC(=O)c2cccs2)o1)NCCc1ccccc1	98	·	5	6	7	1481	3.7	-3	1.1	-9	2
CC(=O)c1ccc2noc(-c3ccc(F)cc3)c2c1	80	6	5	27	-8	1626	2.6	8	-1.5	8	8
CCOc1ccc(N(CC(=O)Nc2ccc(OC)cc2)S(=O)(=O)c2c(C)noc2C)cc1	99	-17	0	11	4	1592	4.2	1	·	-5	-2
COC(=O)c1sccc1NC(=S)N1C(C)CCCC1C (stereo not drawn)	99	-28	-16	2	-4	1471	-2.2	-10	-1	-4	-2
Cc1ccccc1NC(=S)NCCc1ccc(S(N)(=O)=O)cc1	104	1	-7	0	2	1584	0.4	-1	1.2	1	-4
Cc1c(C(=O)N/N=C/c2ccccc2)sc(=S)n1C	89	·	7	14	-1	1363	2.9	-2	·	5	-1
COc1ccc(N/C(=C(/C(Cl)=C(Cl)Cl)[N+](=O)[O-])n2nnc3ccccc32)cc1OC	95	·	3	11	7	1346	1.2	-4	0.78	-10	-11
Nc1[nH]ncc1-c1ccc(F)cc1	102	5	2	0	-5	1713	2.7	5	·	-3	-1
COc1cnc(SCc2c(Cl)cccc2Cl)nc1Cl	95	·	13	12	5	1707	0.7	-4	·	0	3
S=C(NCc1ccco1)N1CCN(c2ccccn2)CC1	93	-12	-9	16	-5	1663	-0.2	6	-2.3	1	4
Cc1ccc(C(=O)C(C)N(C(=O)c2ccc(Cl)cc2Cl)N2C(=O)CCCC2=O)cc1 (stereo not drawn)	109	-21	-17	-10	3	1661	1.6	3	-0.79	-2	10

Continuation:
Structure	STAT3 activator	S1P3 antagonist	TLR4-MyD88 BLA	STAT3 inh	STAT1 blocker	TR-FRET SRC-2 ct	RAM inhibit	PPARg SRC-2 ag	ROMK primary	PPARg SRC3 recr	PPARg SRC1 recr
CCCCC(=O)Nc1ccc(NC(=O)c2cccs2)cn1	95	·	7	8	-8	1565	3.3	9	0.7	7	2
Brc1ccc(-c2csc(NC3=NCCCCC3)n2)cc1	106	-7	5	-6	-38	1371	-0.2	-2	·	-2	-5
COC(=O)c1sc(NC(=O)COc2c(C)cccc2C)nc1C	93	-3	4	13	3	1564	-0.1	3	-0.055	0	10
CC(=O)c1cnc2cc(-c3cccc(Br)c3)nn2c1C	91	8	-11	18	-28	1497	-0.3	1	-0.3	-2	-1
CCOc1cc(-c2nc(C)c(C(C)=O)n2O)ccc1OCC(=O)Nc1cccc(C)c1	90	-18	-1	18	11	1657	3.6	9	-0.98	4	10
Cc1cc(Cl)ccc1N(CC(=O)NCc1ccc2c(c1)OCO2)S(C)(=O)=O	104	-10	3	-4	-5	1400	-0.4	-8	-0.0066	-2	5
OCCC1CN(Cc2ccncc2)CCN1C1CCCC1 (stereo not drawn)	107	6	10	-3	3	1588	0.0	0	-0.27	1	-1
Cn1nc([N+](=O)[O-])nc1Oc1ccc(C(C)(C)C)cc1	100	3	-8	3	0	1508	3.4	-2	0.48	-4	-3
CCOC(=O)c1[nH]c2ccc(OC)cc2c1NC(=O)CN1CCN(c2ccccn2)CC1	94	·	-5	13	4	1744	0.9	0	0.45	-2	6
Cc1ccc(S(=O)(=O)N2CCC(=O)N(CCOCc3cccc(C(F)(F)F)c3)CC2)cc1	101	1	-3	-4	10	1435	1.2	1	-0.46	-3	2
CC(C)(C)c1ccc(-c2nc(NCc3cccnc3)c3ccccc3n2)cc1	106	22	-8	-5	-15	1523	-0.1	-1	-0.1	0	2
CCCn1c(=O)[nH]c(=O)c2c1nc(-c1ccc(OC(F)F)c(OC)c1)n2CCOC	102	·	-6	-4	-2	1608	0.0	8	1.2	13	0

Next part
Structure	STAT3 activator	S1P3 antagonist	TLR4-MyD88 BLA	STAT3 inh	STAT1 blocker	TR-FRET SRC-2 ct	RAM inhibit	PPARg SRC-2 ag	ROMK primary	PPARg SRC3 recr	PPARg SRC1 recr
O=C(NCc1ccco1)C1(c2ccccc2)CCCC1	102	-55	5	2	7	1563	-0.1	4	·	0	-2
c1cncc(-c2noc(C34CC5CC(CC(C5)C3)C4)n2)c1	110	2	-4	-8	-6	1453	-2.2	-4	-0.47	-1	0
Cc1cccn2c(=O)c(C=NCCO)c(NCc3ccco3)nc12	88	·	12	19	0	1749	4.3	5	0.48	12	5
COc1ccc(/C=C/C(=O)OC2CCCN(C)C2)cc1 (stereo not drawn)	96	6	2	11	-12	1628	2.2	6	-1.7	4	-1
Cc1ccccc1C(=O)c1cccn1CC(=O)O	97	-12	-3	6	7	1602	0.4	4	-0.44	-6	-2
CCOc1ccc(/C=N/NC(=O)c2ccc(Cn3cc(Br)cn3)o2)cc1	95	-11	-2	6	-14	1492	-0.5	-10	-0.28	-3	-2
COc1ccc(-c2cc(C(=O)N3CCN(c4ccccn4)CC3)c3ccccc3n2)cc1	110	·	-5	-7	-9	1622	-1.4	3	·	6	4
Cc1cc(N)n2ncc(-c3ccc(F)cc3)c2n1	117	·	2	-15	-43	1594	1.2	9	0.4	-4	-7

Source: PubChem
